Assay outcomes as filed in PubChem BioAssay.
CAL PDZ FP-1: inhibitors of human CAL PDZ peptide binding. AID 602252. inhibition, % at 24.9 µM. 0.92% of 300,000 active. purified CAL PDZ, TMR-peptide fluorescence polarization, 1 h;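 active = mean inhibition of at least 30% with at least half of replicates also reaching 30%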;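 note: 0% = DMSO neutral control and 100% = excess unlabeled competitor peptide PRC23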
V-ATPase pH: regulators of yeast V-ATPase proton transport. S. cerevisiae, pHLuorin cytosolic pH fluorescence. response, % at 10 µM. 0.37% of 350,000 active. AID 504577; in the data active = response mostly above about 7.3%, no sharp cut-off; inactive = mostly below about 5.4%; note: actives read high; inactives centre near 0; some compounds called inactive have numbers as strong as hits
DAGLB inhibitor: blocks human DAGLB lipase activity; Q8NCG7; HEK293T DAGLB membrane lysate, EnzChek fluorogenic substrate; inhibition, % at 5.17 µM; 0.059% of 340,000 active; in the data active = inhibition above about 34%;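 note: 0% = enzyme with vehicle and 100% = wells lacking enzyme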
Cardiac RTF inh: cardiac RTF calcium desensitization; inhibition, % at 7.15 µM; IANBD-labeled cardiac RTF, Ca2+ fluorescence; AID 493244; 0.12% of 340,000 active;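 active = inhibition above the mean inhibition of all tested compounds plus 3 SD, cut at about 17% in these data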;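 note: assay run at fixed EC70 calcium of 1.6 mM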
CAL PDZ FP-2: inhibitors of human CAL PDZ peptide binding. Q9HD26. purified CAL PDZ, TMR-peptide fluorescence polarization, 1 h. inhibition, % at 20 µM. 0.02% of 330,000 active. AID 504414;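 active = highest replicate inhibition of at least 40%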;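 note: plate controls were DMSO neutral control wells for no effect and unlabeled competitor peptide control wells for full effect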
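Read-out basis: mP drop reported as inhibition | Assay system: Tagged CAL PDZ protein CerCALP, purified | Benchmarks: Unlabelled peptide for full inhibition, DMSO wells as neutral | Schedule: 1 h incubation at room temperature before polarization reading | Buffer or medium: Sodium phosphate/NaCl buffer pH 7.4 with TCEP, IgG, Thesit | Doses: Single point, 20 µM | Measured by: Fluorescence polarization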
Pemphigus Ab inh: human desmoglein-3 autoantibody binding inhibition. DSG3-coupled beads, scFv-anti-DSG3-GFP binding, flow cytometry; stronger effect = lower value. binding (percent of control), % at 10 µM. 0.48% of 310,000 active. AID 588358;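 active = binding more than 3 SD below its plate's average and above zero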;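 note: hits lower antibody fragment binding to DSG3; some compounds called inactive have numbers as strong as hits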
Keap1-Nrf2 PPI: inhibitors of human Keap1-Nrf2 protein-protein interaction; Q14145; Keap1 Kelch-Nrf2 peptide fluorescence polarization, 1536-well; inhibition, % at 9.4 µM; 0.15% of 340,000 active; AID 504523; in the data active = inhibition above about 12%;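 note: human Keap1 Kelch domain with fluorescein labeled Nrf2 9mer peptide probe; 0% = neutral control wells and 100% = peptide positive control; higher means more block of Keap1 binding to Nrf2 peptide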
NSD2 inh: inhibitors of human histone methyltransferase NSD2; inhibition, % at 12.5 µM; NSD2 peptide methylation, AlphaScreen, 120 min; 0.54% of 310,000 active; O96028; in the data active = inhibition above about 50%
LANA DNA inh: KSHV C-LANA DNA binding inhibition; 0.078% of 340,000 active; MBP-C-LANA/FAM-LBS DNA binding, fluorescence polarization; AID 504423; inhibition, % at 9 µM;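 active = highest replicate inhibition at or above 60% at 9 µM, even if other replicates fall short; inactive = all replicates below 60% inhibition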;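 note: 0% = neutral control wells and 100% = 4 µM acridine orange control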
Arrestin-AP2 inh: blocks beta-arrestin peptide binding to AP2 adaptin | FITC-arrestin peptide / GST-AP2 beads, flow cytometry; AP2 beta2 appendage carries R879A mutation | inhibition, % at 10 µM | 0.31% of 340,000 active | AID 504490;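 active = inhibition above a set limit, near 3 SD of compounds lacking own fluorescence, cut at about 54% in these data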;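 note: plate controls were DMSO wells for no effect and 5 µM unlabelled arrestin peptide for full effect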
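System: GST-AP2 R879A glutathione beads; medium: PBS, Tween 20 0.05%, BSA 0.1%; reagent: fluorescein-tagged arrestin peptide at 50 nM final; schedule: pre-incubation 12 min, peptide binding 1 h, room temperature; detection: flow cytometry, FL1 (488/535 nm); read-out: inhibition as reduced fluorescein signal on beads, percent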
Numbers without * were called inactive; x = not tested or not shown.

| No. | smiles | CAL PDZ FP-1 | V-ATPase pH | DAGLB inhibitor | Cardiac RTF inh | CAL PDZ FP-2 | Pemphigus Ab inh | Keap1-Nrf2 PPI | NSD2 inh | LANA DNA inh | Arrestin-AP2 inh |
| --- | --- | --- | --- | --- | --- | --- | --- | --- | --- | --- | --- |
| 1 | Cc1ccccc1N(C(=O)CCC(=O)Nc1ccccn1)C(C(=O)NC(C)C)c1ccc(F)cc1 (configuration not stated) | -4 | 1 | 1 | -4 | -3.3 | x | 2 | -1 | 0.3 | 6 |
| 2 | CCc1ccc(OCC(=O)NC(NC(=S)Nc2ccccc2OC)C(Cl)(Cl)Cl)cc1 (configuration not stated) | -1 | -3 | -4 | 8 | -3.2 | 124 | -4 | 0 | -1.1 | 17 |
| 3 | Cc1ccc(C)c(C(=O)CSc2n[nH]c(C(C)C)n2)c1 | x | -5 | 3 | -6 | -1.5 | 111 | -3 | -9 | -1.3 | 12 |
| 4 | C/C(=N\S(=O)(=O)c1ccc(C)cc1)NC(=S)Nc1ccccc1 | 3 | -3 | -1 | 3 | 0.2 | 107 | 1 | -2 | -1.8 | -4 |
| 5 | CCOc1ccc(N2CC(C(=O)Nc3cccc(S(=O)(=O)N4CCCC4)c3)CC2=O)cc1 (configuration not stated) | -6 | -2 | 0 | -10 | -3.9 | 99 | -3 | 1 | -1.2 | -5 |
| 6 | Cc1cc(C)nc(N/N=C/c2ccc([N+](=O)[O-])o2)n1 | 2 | -1 | 1 | -8 | 0.6 | 93 | -2 | 4 | 2.2 | 3 |
| 7 | Cc1cccc(-n2c3nc(=O)[nH]c(=O)c-3cc3cc([N+](=O)[O-])ccc32)c1 | -1 | -1 | 27 | -4 | -3.2 | 111 | 3 | 58* | 0.0 | -4 |
| 8 | Cc1cccc(OCC(=O)N(Cc2cccs2)C2CCS(=O)(=O)C2)c1 (configuration not stated) | 1 | -1 | -1 | -5 | x | 86 | -4 | -1 | 0.7 | -2 |
| 9 | Cc1occc1C(=O)Nc1ccc2c(c1)CCC2 | 6 | 4 | 0 | 1 | x | 103 | -8 | 5 | -2.0 | 1 |
| 10 | COC(=O)Cn1c(=O)c2c(nc(Br)n2Cc2ccccc2Cl)n(C)c1=O | 8 | 5 | 3 | -7 | -1.2 | 102 | -5 | 1 | 1.8 | 1 |
| 11 | CO/C([O-])=N/c1c[n+](-c2ccc(C)cc2)no1 | -4 | 3 | 0 | 2 | -1.1 | 100 | -2 | 1 | -1.6 | 2 |
| 12 | C/C(=N\Nc1cc(N2CCOCC2)ncn1)c1ccc(O)cc1 | 3 | 0 | -2 | -1 | -1.7 | 102 | 2 | -1 | -2.4 | 25 |
| 13 | Cc1ccc(C(=O)O/N=C2\CCCc3ccccc32)cc1 | x | 2 | -16 | -2 | -1.0 | 101 | -1 | -3 | 1.6 | 26 |
| 14 | Cc1ccccc1CN1CCC(N2CCC(C(=O)NCC3CCCO3)CC2)CC1 (configuration not stated) | 6 | -2 | -3 | -5 | -1.7 | 122 | 3 | 1 | 0.9 | 65* |
| 15 | COc1ccc(CN2CCOCCOCCOCC2)cc1 | -4 | 14* | 0 | -3 | 0.2 | x | -4 | 0 | -0.5 | -1 |
| 16 | COc1ccc(Nc2nc(C)nc3c2nnn3Cc2ccccc2Cl)c(OC)c1 | -4 | 0 | 1 | -1 | -0.1 | 112 | 0 | -4 | 1.6 | -11 |
| 17 | COc1cccc(NC(=O)COC(=O)CCC2CCCC2)c1 | x | -1 | -3 | 1 | -0.8 | 101 | 3 | -4 | -0.8 | -8 |
| 18 | CCOC(=O)c1cc2cc(OCc3ccccc3)ccc2nc1C | -5 | 0 | -16 | -5 | -1.9 | 92 | -7 | -5 | -0.1 | -2 |
| 19 | CCCCSc1nc2ccccc2n1CC(=O)O | -3 | 2 | -1 | 2 | x | 107 | -2 | -1 | 1.2 | -12 |
| 20 | Clc1ccccc1CSc1nnc(-c2cccnc2)n1Cc1ccco1 | -1 | 6 | -1 | -11 | -1.8 | 98 | -9 | 2 | -3.3 | 9 |
| 21 | O=C(Nc1ccccc1)C1=C(c2ccccc2)S(=O)(=O)CCS1(=O)=O | 34* | -2 | -1 | -6 | -1.0 | 97 | -24 | 6 | 1.5 | 1 |
| 22 | O=C(c1ccc([N+](=O)[O-])cc1)N1CCSC1c1ccccc1Cl (configuration not stated) | 0 | -3 | -3 | 2 | -0.4 | 113 | 4 | 8 | -3.7 | 18 |
| 23 | CCOC(=O)C1CCN(C(=S)Nc2ccccc2)CC1 | -2 | -6 | 0 | 9 | -2.5 | 90 | -1 | -2 | 0.3 | 1 |
| 24 | COc1ccc(NC(=O)CCc2nc(-c3ccccc3F)no2)cc1 | 0 | 2 | -2 | 1 | -1.5 | x | 0 | 1 | -1.4 | 22 |
| 25 | CC(=O)Nc1cccc(/C(C)=N/NC(=O)c2cccc(S(=O)(=O)N3CCOCC3)c2)c1 | -2 | 1 | 0 | -2 | 0.8 | 102 | -1 | -2 | -2.7 | -4 |
| 26 | COC(=O)C=C1CCC2C3CCC4=CC(=O)CCC4(C)C3C(=O)CC12C (configuration not stated) | -1 | -4 | -3 | 1 | -0.3 | 89 | -2 | -1 | 0.6 | 4 |
| 27 | O=C(COC(=O)C1COc2ccccc2O1)NC1CCCCC1 (configuration not stated) | x | 0 | 0 | -6 | 0.2 | 91 | 5 | -3 | 0.5 | 2 |
| 28 | Cn1c(C(C#N)C(=O)c2sc3ccccc3c2Cl)nc2ccccc21 (configuration not stated) | -13 | 0 | -2 | -18 | -4.1 | 102 | -1 | -2 | 0.9 | 3 |
| 29 | CCCCN(C)CCNC(=O)C1CCCN(S(=O)(=O)c2cccc3nsnc23)C1 (configuration not stated) | 2 | 1 | -4 | -2 | -2.2 | 98 | -7 | 8 | -0.9 | -9 |
| 30 | CCCCc1c(C)c(C#N)c2nc3ccccc3n2c1NCCN(C)C | -2 | 4 | -1 | -3 | -1.1 | 104 | -7 | -9 | x | 3 |
| 31 | CC(C)N=C(NC#N)SCc1ccc(Br)cc1 | -1 | 5 | 2 | 4 | -0.9 | 105 | -5 | -2 | -1.4 | -5 |
| 32 | Cc1ccc(-n2nc3ccc(NC(=O)/C=C/c4ccco4)cc3n2)cc1 | x | 2 | 3 | -8 | -2.5 | 112 | 3 | -2 | -0.7 | 2 |
| 33 | CCOC(=O)N1CCN(C(=O)c2ccc(NC(C)=O)cc2)CC1 | 1 | -2 | -2 | -6 | -1.1 | 102 | 4 | 1 | -0.8 | -1 |
| 34 | Cc1nc(N2CCC(C)CC2)c(C#N)c(C)c1[N+](=O)[O-] | 24 | 5 | -26 | -9 | -1.6 | 117 | -6 | 9 | -0.5 | -4 |
| 35 | CN(Cc1ccccc1)C(=O)COc1ccc(Br)cc1Cl | -9 | 0 | -6 | 2 | -2.2 | 171 | 1 | x | 0.5 | -19 |
| 36 | Cc1cccc(-c2c(NC(=O)c3ccco3)oc3ccc(Cl)cc3c2=O)c1 | 1 | 4 | 3 | -5 | -1.9 | x | 5 | -2 | 0.6 | 9 |
| 37 | O=[N+]([O-])c1cccc(C([O-])=C(C(=S)Nc2cccc3ccccc23)[n+]2ccccc2)c1 | -2 | -5 | 3 | -2 | -0.1 | x | 0 | 4 | 0.4 | 11 |
| 38 | Cc1cc(=O)oc2ccc(OCC(=O)N3CCc4ccccc43)cc12 | -3 | 3 | -2 | 0 | -1.4 | 104 | -5 | -4 | 0.4 | 4 |
| 39 | O=C(CNC(=O)c1ccc(OC(F)F)cc1)NC1CCCc2ccccc21 (configuration not stated) | -1 | 0 | 0 | -4 | -0.6 | 107 | 1 | -1 | -1.4 | -5 |
| 40 | COc1ccc2cc(C(c3nnnn3Cc3ccc(F)cc3)N3CCCCCC3)c(=O)[nH]c2c1 (configuration not stated) | -10 | 2 | 1 | -10 | x | 109 | -9 | 2 | 0.2 | -4 |

Complete entries, quoted from the list.
`Cc1ccccc1CN1CCC(N2CCC(C(=O)NCC3CCCO3)CC2)CC1` (configuration not stated) is listed as CAL PDZ FP-1: 6; V-ATPase pH: -2; DAGLB inhibitor: -3; Cardiac RTF inh: -5; CAL PDZ FP-2: -1.7; Pemphigus Ab inh: 122; Keap1-Nrf2 PPI: 3; NSD2 inh: 1; LANA DNA inh: 0.9; Arrestin-AP2 inh: 65*
`CCc1ccc(OCC(=O)NC(NC(=S)Nc2ccccc2OC)C(Cl)(Cl)Cl)cc1` (configuration not stated) is listed as CAL PDZ FP-1: -1; V-ATPase pH: -3; DAGLB inhibitor: -4; Cardiac RTF inh: 8; CAL PDZ FP-2: -3.2; Pemphigus Ab inh: 124; Keap1-Nrf2 PPI: -4; NSD2 inh: 0; LANA DNA inh: -1.1; Arrestin-AP2 inh: 17

Next part.
| No. | smiles | CAL PDZ FP-1 | V-ATPase pH | DAGLB inhibitor | Cardiac RTF inh | CAL PDZ FP-2 | Pemphigus Ab inh | Keap1-Nrf2 PPI | NSD2 inh | LANA DNA inh | Arrestin-AP2 inh |
| --- | --- | --- | --- | --- | --- | --- | --- | --- | --- | --- | --- |
| 41 | COc1ccc(N2CCN(C(=O)COC(=O)COc3cc(C)cc(C)c3)CC2)cc1 | -1 | -1 | -4 | -1 | -1.5 | x | 1 | 2 | 0.3 | 5 |
| 42 | CCc1cccc(CC)c1NC(=O)COC(=O)CC1c2ccccc2CCN1S(=O)(=O)c1ccccc1 (configuration not stated) | -3 | -2 | 0 | -5 | -0.7 | 101 | -1 | 0 | -0.3 | 0 |
| 43 | COc1ccc(CCNC(=O)CCC(=O)n2ncc3ccc(Cl)cc32)cc1OC | 3 | 3 | -2 | -7 | -0.1 | 97 | -2 | x | -1.5 | 4 |
| 44 | CCNC(=O)C1CCCN(c2nc(C)cc(C)n2)C1 (configuration not stated) | 5 | -3 | -1 | -6 | 5.2 | 97 | -2 | 0 | -0.3 | -28 |
| 45 | O=S(=O)(NCCc1csc(-c2cccnc2)n1)c1cc(F)ccc1F | 5 | -2 | 5 | -3 | -3.2 | 120 | -1 | -5 | -0.2 | 37 |
| 46 | Cc1ccc(S(=O)(=O)N2CCOC2CNC(=O)C(=O)NCc2ccc3c(c2)OCO3)cc1 (configuration not stated) | x | 0 | -1 | -3 | 0.2 | 99 | -1 | 0 | -2.1 | 8 |
| 47 | O=C(Cn1c(CO)nc2ccccc21)NCCc1ccccc1 | 3 | 8.1* | -1 | -12 | 0.0 | 116 | -1 | -2 | -0.2 | 7 |

Two entries from above, with values under each structure:
Every second line gives: CAL PDZ FP-1	V-ATPase pH	DAGLB inhibitor	Cardiac RTF inh	CAL PDZ FP-2	Pemphigus Ab inh	Keap1-Nrf2 PPI	NSD2 inh	LANA DNA inh	Arrestin-AP2 inh
[37] O=[N+]([O-])c1cccc(C([O-])=C(C(=S)Nc2cccc3ccccc23)[n+]2ccccc2)c1
  -2	-5	3	-2	-0.1	x	0	4	0.4	11
[38] Cc1cc(=O)oc2ccc(OCC(=O)N3CCc4ccccc43)cc12
  -3	3	-2	0	-1.4	104	-5	-4	0.4	4

A portion of the library, so the mix of outcomes need not match the whole.
